mouse EphA4 binding: EphA4 ligand-binding antagonists – biochemical, colorimetric, mouse EphA4, primary screen (AID 689). EphA4-AP binding to KYL peptide, pNPP A405; higher % means a stronger effect. inhibition, % at 10 µM; hits with a dose series show IC50 in µM. 62,000 tested, 0.1% active; in the data active = a potency from the dose series; inactive = the rest, 99 in 100 with inhibition below about 22%
Starred values were filed as active, the others as inactive.

| Molecule | mouse EphA4 binding |
| --- | --- |
| CCCCSc1nc(O)c(C2OC(=O)c3c2ccc(OC)c3OC)c(=O)n1-c1ccccc1 (configuration not stated) | -6% |
| Cc1nnc(NCCO)c2ccccc12 | -7% |
| CS(=O)(=O)N(Cc1ccc(C(=O)Nc2ccccc2Sc2ccccc2)cc1)c1ccccc1 | -9% |
| O=C(COC(=O)c1cnccn1)c1ccc(Br)cc1 | -6% |
| CCOc1ccc(/C=C/C(=O)NC(c2ccccc2)c2ccccc2)cc1OC | -1% |
| O=C(N/C(=C\c1ccc(Br)cc1)c1nc2ccccc2[nH]1)c1ccco1 | 14% |
| COc1ccc(C2/C(=C(/O)c3ccc(Cl)cc3)C(=O)C(=O)N2CCN2CCOCC2)c(OC)c1 (configuration not stated) | -4% |
| COc1cc2c(cc1OC)-c1nncn1C(C)(C)C2 | 11% |
| CCCCCCSc1cc(C)nc2ncnn12 | 4% |
| CC(C)(C)c1cc(C(=O)NCc2cccnc2)ccn1 | -11% |
| C/C(CCC12CC3CC(CC(C3)C1)C2)=N\NC(N)=S | -13% |
| COc1ccccc1NC(=S)N1CCC(NC(=O)NC23CC4CC(CC(C4)C2)C3)CC1 | -17% |
| Cc1ccccc1CC(CC(=O)O)C(=O)O (configuration not stated) | -3% |
| O=C(/C=C\NCC(=O)c1ccccc1)c1ccccc1 | -6% |
| Cc1ccc(C(=O)N2CCN(C)CC2)cc1S(=O)(=O)N1CCCCC1 | 0% |
| Cc1ccc(C(=O)NN2CCOCC2)cc1 | -10% |
| O=C(Nc1ccncc1)c1cccs1 | 3% |
| Cc1nn(-c2ccccc2)c2c1C(c1cccs1)C(C#N)=C(N)O2 (configuration not stated) | -5% |
| COc1ccc(CN2CC(C(=O)NCCCN3CCCCCC3)CC2=O)cc1 (configuration not stated) | -2% |
| O=C(Nc1ccc(Cl)cc1)N1CCCN(Cc2ccccc2F)C1 | -6% |
| CCOC(=O)c1ccc(N/C=C/C(=O)c2ccc(OC)cc2)cc1 | -1% |
| O=C(O)CCN1C(=O)/C(=C/c2cn(-c3ccccc3)nc2-c2ccc(Br)cc2)SC1=S | 22% |
| CC(C)c1c(O)nc(SCc2ccccc2)[nH]c1=O | -31% |
| O=C(N/N=C1/CCCc2ccccc21)C(c1ccccc1)c1ccccc1 | 7% |
| CCS(=O)(=O)NCCc1csc(C)n1 | -8% |
| COc1cccc(-c2nnc3n2N=C(c2cccc(Br)c2)CS3)c1 | 6% |
| COc1ccc(OCCSc2nc3ccccc3c(=O)[nH]2)cc1 | 2% |
| Cc1ccc(Cn2nnc3c(=O)n(CC(=O)NCC4CCCO4)cnc32)cc1 (configuration not stated) | -1% |
| CSc1nc(N)c2c3c(sc2n1)COC(C(C)C)C3 (configuration not stated) | -9% |
| Cc1cc(Cl)ccc1OC(=O)/C=C/c1cccc([N+](=O)[O-])c1 | -8% |
| CC(=O)c1c(C)[nH]c(C(=O)CSc2nnc(-c3ccco3)n2Cc2ccccc2)c1C | -8% |
| FC(F)(F)c1nnc2ccc(-n3ccnc3)nn12 | -27% |
| CC1(C)N=C(N)N=C(N)N1c1ccc(C(=O)O)cc1 | -8% |
| CC(=O)Nc1c(C(=O)c2ccccc2)oc2ccccc12 | 2% |
| CN(C)CCN1C(=O)c2oc3ccccc3c(=O)c2C1c1ccccc1 (configuration not stated) | -4% |
| CN1CCc2c(c3c(n2C)CCN(C)[C@@H]3c2cccnc2)[C@H]1c1cccnc1 | -3% |
| COc1ccc(Oc2ccc3c(C(F)(F)F)cc(C(F)(F)F)nc3n2)cc1 | -12% |
| Cn1c(=O)c2c(nc(SCc3cccnc3)n2Cc2ccc(F)cc2)n(C)c1=O | -2% |
| COc1ccc(N2CCN(Cc3cc(=O)oc4ccc(C)cc34)CC2)cc1 | 1% |
| COC(=O)CSC1=C(C#N)C(c2ccc(Cl)cc2)C(C(=O)OC)C(=O)N1 (configuration not stated) | -6% |

Rewritten as labelled records: three of the compounds above.
> CN(C)CCN1C(=O)c2oc3ccccc3c(=O)c2C1c1ccccc1 (configuration not stated)
  mouse EphA4 binding: -4%

> CN1CCc2c(c3c(n2C)CCN(C)[C@@H]3c2cccnc2)[C@H]1c1cccnc1
  mouse EphA4 binding: -3%

> COc1ccc(Oc2ccc3c(C(F)(F)F)cc(C(F)(F)F)nc3n2)cc1
  mouse EphA4 binding: -12%

The listing continues.
| Molecule | mouse EphA4 binding |
| --- | --- |
| Cc1nn(CCCC(=O)Nc2sc3c(c2C#N)CCC3)c(C)c1[N+](=O)[O-] | -6% |
| CC(=O)NS(=O)(=O)c1ccc(NC(=O)/C=C/c2ccccc2Cl)cc1 | -3% |
| C1CCc2c(nc3nnnn3c2N2CCOCC2)C1 | 0% |
| COC(=O)c1cc(=O)nc2sc3ccccc3n12 | -15% |
| CN(C)C(=O)Cn1c(=O)n(C)c2ccccc21 | -18% |
| O=C(Cc1ccc(Cl)cc1)Nc1ccc(-c2nc3ccccc3o2)cc1 | -6% |
| CCOc1ccc(C2C(C#N)=C(N)Oc3nc[nH]c(=O)c32)cc1OC (configuration not stated) | -17% |
| COC(=O)c1ccc(NC(=O)c2c(Cl)cccc2Cl)cc1 | 4% |

The closing 5 records of the part before lead into the next:
| Molecule | mouse EphA4 binding |
| --- | --- |
| COC(=O)c1cc(=O)nc2sc3ccccc3n12 | -15% |
| CN(C)C(=O)Cn1c(=O)n(C)c2ccccc21 | -18% |
| O=C(Cc1ccc(Cl)cc1)Nc1ccc(-c2nc3ccccc3o2)cc1 | -6% |
| CCOc1ccc(C2C(C#N)=C(N)Oc3nc[nH]c(=O)c32)cc1OC (configuration not stated) | -17% |
| COC(=O)c1ccc(NC(=O)c2c(Cl)cccc2Cl)cc1 | 4% |
| Cc1nc2sc(C(c3ccc(Cl)cc3)N3CCN(c4ccccc4F)CC3)c(O)n2n1 (configuration not stated) | -8% |
| Cn1c(=O)cc(OCCCC(=O)NCc2ccccn2)c2ccccc21 | -4% |
| O=C(Nc1ccccc1C(=O)N1CCCCC1)c1cccnc1 | -7% |
| O=C(Nc1cccc(C(F)(F)F)c1)c1ccc(Cl)cc1Cl | 9% |
| Cn1c(=O)n(C)c2cc(S(=O)(=O)NCc3ccccc3)ccc21 | -11% |
| O=C(Nc1nsc(-c2ccccc2)n1)c1ccncc1 | -6% |
| CC(=O)Nc1ccc(S(=O)(=O)NC(CC(=O)O)c2ccc(OC(C)C)cc2)cc1 (configuration not stated) | -6% |
| CCOC(=O)C1=C(Nc2ccc(C)cc2)CC(C)(O)C(C(=O)OCC)C1c1ccccc1 (configuration not stated) | 1% |
| N#CCCn1c(SCC(=O)NCCc2ccc(F)cc2)nc2ccccc21 | -6% |
| Cc1cc(-c2c(C)[nH]n(-c3ccc(Cl)cc3)c2=O)n(-c2ccc(Cl)cc2)n1 | -1% |
| CCOc1ccccc1C(=O)NCc1ccco1 | -7% |
| O=C(N/N=C/c1cccc(OCc2ccccc2)c1)c1cccs1 | -14% |
| Cc1cc2ncn(C(=O)c3cc([N+](=O)[O-])ccc3Cl)c2cc1C | 4% |
| O=C(Nc1cccnc1)c1ccc(S(=O)(=O)N2CCCCCC2)cc1 | -3% |
| CC(C)c1ccc(/C=C(\NC(=O)c2ccccc2)C(=O)NCCCn2ccnc2)cc1 | -4% |
| Cc1ccc(NC(=O)CCn2c(=O)oc3ccccc32)c(C)c1 | -4% |
| O=C(Nc1ccc(Cl)c(Cl)c1)Nc1nnc(Cc2ccccc2)s1 | -1% |
| O=C(Nc1ccc(F)cc1)C(c1ccccc1)N1CCN(C(=O)c2ccco2)CC1 (configuration not stated) | -17% |
| O=[N+]([O-])c1cccc(C2=Nn3c(Cc4ccccc4)nnc3SC2)c1 | 4% |
| O=C(c1ccc([N+](=O)[O-])cc1)n1nc(-c2ccccc2)nc1NCc1ccccc1 | 6% |
| COc1ccc(C(=O)Nc2cccnc2)cc1S(=O)(=O)N1CCOCC1 | -19% |
| C/C(=N/NC(N)=S)c1ccccc1[N+](=O)[O-] | -12% |
| CCn1c(SCC(=O)OC)nnc1C1CCCCC1 | -4% |
| CN(C)/C=C(\C#N)C(=O)c1cccnc1Oc1ccc(F)cc1F | -13% |
| Cc1cc([N+](=O)[O-])ccc1-c1ccc(C(=O)Nc2ccc(-c3nc4ccccc4o3)c(O)c2)o1 | -5% |
| COc1ccc(CNC(=O)C(=O)Nc2cc(C)cc(C)c2)cc1 | -6% |
| COc1ccc(O)c(C(=O)c2cc(C#N)c(=O)n(CCN3CCOCC3)c2)c1 | -2% |
| Cc1[nH]c(=O)[nH]c(=O)c1/C=N/NC(=O)[C@@H](NC(=O)OC(C)(C)C)C(C)C | -11% |
| Cc1ccc(/C=N/n2c(-c3cccs3)n[nH]c2=S)cc1 | -6% |
| CCOC(=O)c1c(C)nc2c(c1-c1ccc(OC)cc1)C(=O)CC(C)(C)C2 | -7% |
| Cc1occc1-c1nnc(SCC(=O)N2c3ccccc3CCc3ccccc32)n1C | -8% |
| O=S1(=O)C=C(SCc2ccc(Cl)c(Cl)c2)Nc2ccccc21 | -8% |
| Cc1ccc(C)c(NS(=O)(=O)c2cc(C(=O)NCCSC3CCCCC3)ccc2C)c1 | -4% |
| C=CCN1C(=O)/C(=C\c2ccc(OC(=O)c3cccc(Br)c3)cc2)SC1=S | -12% |
| COC(=O)c1sc(N)c(C(=O)OC)c1CSc1nnc(-c2ccccc2Cl)n1C | -13% |
| COc1cc(C(=O)Nc2ccc(NC(C)=O)cc2)c([N+](=O)[O-])cc1OC | -6% |
| COCCOC(=O)c1c(C)oc2ccc(OCc3ccc(Br)cc3)cc12 | -18% |
| Nc1ccnc(C(F)(F)F)c1C(=O)c1ccccc1 | -7% |
| COC(=O)Cc1c(O)ccn(Cc2cccc3ccccc23)c1=O | -7% |
| O=C(CN(Cc1ccccc1)C(=O)c1ccco1)NCc1ccc(F)cc1 | -11% |
| O=C(NC(O)C(=O)c1cccs1)c1cccnc1 (configuration not stated) | 1% |
| COc1ccc(C(CC(=O)Nc2nccs2)n2cccc2)cc1 (configuration not stated) | -4% |
| O=C(c1ccc(C(=O)N2CCCc3ccccc32)nc1)N1CCCc2ccccc21 | -2% |
| COc1cccc(-c2cc3c(=O)n(-c4ccccc4)c(=S)[nH]c3s2)c1 | -7% |
| Cc1nc(NCC2CCCO2)c2nnn(Cc3ccccc3Cl)c2n1 (configuration not stated) | -8% |
| COc1cc(/C=N\N2CCN(Cc3ccc(C)cc3)CC2)cc(Br)c1O | 4% |
| CC(=O)c1ccc(OCCCC(=O)OCC(=O)N2CCN(c3ccccc3)CC2)cc1 | -14% |
| CCOC(=O)C(NCc1ccccc1OC)(NC(=O)c1ccccc1)C(F)(F)F (configuration not stated) | 1% |
| Cc1ccc(NC(=O)COC(=O)CCC(=O)c2cccs2)cc1S(=O)(=O)N1CCOCC1 | 6% |
| C=CCn1c(SCc2nc3ccccc3[nH]2)nnc1-c1ccncc1 | 0% |
| Cc1ccc(S(=O)(=O)N2CCC(CN3C(=O)c4cccc5cccc(c45)C3=O)CC2)cc1 | -8% |
| CCC(=O)N(C)/C=C1\Sc2ccccc2C1=O | 4% |
| O=C(Nc1ccccc1C(=O)N1CCN(Cc2ccccc2)CC1)c1ccccc1F | -11% |
| CCCC(=O)NCCCCNC(=O)CCC | -26% |
| COc1ccc2nc3oc(C(=O)NCc4cccs4)cc3cc2c1 | -8% |
| Cn1c(=O)c(=O)n(C)c2cc(S(=O)(=O)N3CCC(Cc4ccccc4)CC3)ccc21 | 8% |

(list continues)
| Molecule | mouse EphA4 binding |
| --- | --- |
| COCCN(C(=O)CN1CCc2ccccc2C1)c1c(N)n(Cc2ccccc2)c(=O)[nH]c1=O | -9% |
| COc1cc(CNCc2ccccn2)ccc1OCC(N)=O | 2% |
| CN(C)c1cc2c(c(N(C)C)c1)C(=O)c1ccccc1C2=O | 16% |
| Cc1cccc(C)c1NC(=O)C1(N(Cc2ccco2)C(=O)CC2NC(=O)NC2=O)CCCC1 (configuration not stated) | -12% |
| Cc1ccc(-c2noc(CCC(=O)NCCCN3CCN(c4ccc(F)cc4)CC3)n2)cc1 | -11% |
| O=C(c1oc2ccccc2c1CSCc1ccccc1)N1CCN(c2ncccn2)CC1 | -1% |
| O=C1CSC(=Nc2ccc(Br)cc2)N1 | 8% |
| O=C(Cn1c(SCC(=O)N2CCc3ccccc3C2)nc2ccccc21)NC1CCCC1 | -11% |
| Cc1cccc(C)c1OCC(=O)Nc1cccc(-c2nnc(-c3ccccc3)o2)c1 | -5% |
| C=CCNC(=S)NNC(=O)C(CCC(C)C)CC(C)(C)O (configuration not stated) | -9% |
| COc1ccc(C)cc1NC(=O)CN1C(=O)c2ccccc2S1(=O)=O | -2% |
| COCCCNCCCOc1ccc(Cl)cc1Br | -9% |
| COC(=O)[C@H]1C2CCC(C(=O)OC)(CC2)[C@H]1C(=O)OC | -4% |
| CC(C)NC(=O)CSc1nnc(COc2ccccc2Cl)o1 | -13% |
| OCCNCCCOc1ccc(Cl)cc1Br | -16% |
| COc1ccc(C2SCC(C(=O)O)N2C(C)=O)cc1OC (configuration not stated) | -15% |
| CC(=O)Oc1ccc(C(=O)Nc2ccc3c(c2)C(=O)N(CCC(=O)O)C3=O)cc1 | -3% |
| Cc1cc(NC(=O)c2cc(-c3ccc4c(c3)OCO4)on2)n(-c2ccccc2)n1 | 2% |
| CC(C)c1ccc(C(CC(=O)c2ccc(Cl)cc2)C(=O)O)cc1 (configuration not stated) | -9% |
| CC(=O)N1CCc2cc(C(=O)CN3CCCN(Cc4ccc(F)cc4)C3)ccc21 | -2% |
| COc1ccc(Nc2nc(N)nc(CSCCO)n2)cc1 | -11% |
| Cc1ccc(C(c2sc3nc(C)nn3c2O)N2CCOCC2)cc1 (configuration not stated) | -18% |
| CCOC(=O)NCc1ccc(N(C)C)cc1 | 2% |
| CCOc1cc(/C=C2\C(=O)NC(=O)N(c3ccc(C)cc3)C2=O)ccc1O | -4% |
| N#Cc1c(NC(=O)CSc2nc3ccccc3c(=O)n2Cc2ccco2)sc2c1CCCC2 | 2% |
| COc1cc(Br)cc(-c2nc3c(c(=O)[nH]c(=O)n3Cc3ccccc3)n2C)c1O | -18% |
| CCOCCCn1c(=NC(=O)c2cccnc2)c(C(=O)OCC)cc2c(=O)n3ccccc3nc21 | -9% |
| c1cn(-c2ncnc3sc4c(c23)CCCC4)cn1 | -3% |
| O=C(Nc1ccccc1-c1ccccc1)c1ccc(I)cc1 | -10% |

This is a subset (hit frequency here may not be typical).
